MazF activator = MazEF (E. coli) toxin RNase activation; FAM/BHQ RNA-DNA oligo cleavage fluorescence, 5 h; activation, % at 20 µM; 0.32% of 350,000 active; AID 504720; in the data active means activation above about 50%
Target sequence (P0AE70 whole entry, looked up): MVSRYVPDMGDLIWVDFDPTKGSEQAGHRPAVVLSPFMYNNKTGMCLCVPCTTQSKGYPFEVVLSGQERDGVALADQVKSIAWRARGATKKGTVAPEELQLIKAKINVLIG
GDH-TPI inh = counter-screen for M. tuberculosis FBA inhibitors: GDH-TPI coupled enzymes | GDH-TPI coupled enzyme counterscreen, NADH absorbance | inhibition, % at 4.8 µM | 1.2% of 360,000 active | AID 588335;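 further: 0% = DMSO wells and 100% = wells lacking the enzyme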
BoNT F protease = BoNT F light chain protease inhibition; Multiplex microsphere protease cleavage assay, flow cytometry; 0.22% of 360,000 active; inhibition, % at 10 µM; in the data active means inhibition above about 35%, passing the limit was not always enough; inconclusive means no clear call, values can overlap the other calls; further: plate controls were buffer without enzyme for full effect and enzyme alone for no effect
BioA inh = BioA (M. tuberculosis) enzyme inhibition | purified M. tuberculosis BioA enzyme, plate reader | inhibition, % at 9.99 µM | 0.096% of 360,000 active | AID 602481; in the data active means inhibition above about 40%; inconclusive means no clear call, values can overlap the other calls
Mtb UGM inh = inhibitors of M. tuberculosis UDP-galactopyranose mutase; P9WIQ1; purified UGM, fluorescence polarization probe displacement; inhibition, % at 10 µM; 0.06% of 320,000 active; AID 504406; in the data active means inhibition above about 10%, passing the limit was not always enough; inconclusive means no clear call, values can overlap the other calls
Rv3671c protease = inhibitors of M. tuberculosis serine protease Rv3671c; inhibition, % at 5.96 µM; AID 2606; 0.048% of 320,000 active; P9WHR9; in the data active means inhibition above about 38%;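 further: extracellular domain of Rv3671c used as enzyme; 0% = enzyme with DMSO and 100% = no enzyme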
Target sequence (P9WHR9 whole entry, looked up, the tested form may be a part): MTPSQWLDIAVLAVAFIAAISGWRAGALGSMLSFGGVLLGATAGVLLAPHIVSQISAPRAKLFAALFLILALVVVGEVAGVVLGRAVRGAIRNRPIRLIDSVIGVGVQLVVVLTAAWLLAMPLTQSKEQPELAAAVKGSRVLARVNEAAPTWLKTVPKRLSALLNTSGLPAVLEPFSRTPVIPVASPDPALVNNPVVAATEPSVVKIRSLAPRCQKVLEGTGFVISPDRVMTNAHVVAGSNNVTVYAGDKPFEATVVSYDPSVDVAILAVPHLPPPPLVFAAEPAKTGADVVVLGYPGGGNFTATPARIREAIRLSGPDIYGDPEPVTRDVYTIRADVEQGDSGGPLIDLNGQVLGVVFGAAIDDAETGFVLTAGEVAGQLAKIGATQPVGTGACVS
FadD28 FP inh = M. tuberculosis FadD28 bisubstrate binding inhibition | AID 588549 | FadD28 bisubstrate probe binding, fluorescence polarization | 0.22% of 360,000 active | inhibition, % at 12.5 µM; in the data active means inhibition above about 8.5%, passing the limit was not always enough; inconclusive means no clear call, values can overlap the other calls
FBA Mtb inh = inhibitors of M. tuberculosis fructose-bisphosphate aldolase; P9WQA3; purified M. tuberculosis FBA, fluorescence read-out; inhibition, % at 1 µM; 2.3% of 360,000 active; in the data active means inhibition above about 27%;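 further: 0% = vehicle and 100% = reference inhibitor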
Target sequence (P9WQA3 whole entry, looked up): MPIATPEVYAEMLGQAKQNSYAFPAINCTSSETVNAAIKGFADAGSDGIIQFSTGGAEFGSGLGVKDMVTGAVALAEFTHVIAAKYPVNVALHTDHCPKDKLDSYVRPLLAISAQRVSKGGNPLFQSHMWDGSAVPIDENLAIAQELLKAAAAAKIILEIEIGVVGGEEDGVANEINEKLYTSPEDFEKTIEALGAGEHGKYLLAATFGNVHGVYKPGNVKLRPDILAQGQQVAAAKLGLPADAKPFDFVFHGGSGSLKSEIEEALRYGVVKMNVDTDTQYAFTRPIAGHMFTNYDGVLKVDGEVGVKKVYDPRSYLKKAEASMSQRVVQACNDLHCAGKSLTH
VHR inh abs = blocks human VHR1 dual specificity phosphatase; recombinant VHR phosphatase, pNPP absorbance; inhibition, % at 13.3 µM; 0.52% of 290,000 active; in the data active means inhibition above about 50%; further: some compounds called inactive have numbers as strong as hits
Target sequence (P51452 whole entry, looked up): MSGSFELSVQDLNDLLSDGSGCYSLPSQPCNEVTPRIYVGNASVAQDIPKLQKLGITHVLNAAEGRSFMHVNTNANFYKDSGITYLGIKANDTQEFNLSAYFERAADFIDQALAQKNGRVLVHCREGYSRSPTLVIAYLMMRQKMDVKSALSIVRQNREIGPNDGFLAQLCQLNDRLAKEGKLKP
CCHF vOTU inh = blocks the CCHF virus ovarian tumor domain protease; CCHFV vOTU protease, Pep-AMC fluorescence; inhibition, % at 11.5 µM; 0.55% of 370,000 active; further: 0% = vehicle wells with enzyme and 100% = no enzyme wells
* hit, by the source's call; ? = inconclusive; . = no result given. Unless noted, no stated cut-off is given here; in the data, active means inhibition above about 30%; inactive means the rest. No enrichment for hits. About 4.9% of those tested had a hit in this group.

SMILES | MazF activator | GDH-TPI inh | BoNT F protease | BioA inh | Mtb UGM inh | Rv3671c protease | FadD28 FP inh | FBA Mtb inh | VHR inh abs | CCHF vOTU inh
COc1ccc2c(c1)c(C(=O)CN1CCN(C(=O)c3ccco3)CC1)c(C)n2C | -2 | 19 | -3 | . | -1.1 | -2 | -2.0 | 1 | 45 | 9
CCN(CC)CCCn1c(=S)[nH]c2cc(OC)c(OC)cc2c1=O | 0 | 3 | -8 | . | 0.9 | -5 | -2.2 | 0 | 0 | -8
Cc1ccc(S(=O)(=O)N(C)c2ccc3ccccc3c2)cc1 | -4 | -8 | 3 | -2.5 | 1.3 | -7 | -4.2 | -1 | -18 | -15
Cc1ccccc1NC(=O)c1cccc(S(=O)(=O)Oc2ccc([N+](=O)[O-])cc2)c1 | 5 | 9 | 1 | 3.0 | -0.4 | -7 | -0.2 | 3 | 27 | -9
Cc1noc(C)c1C(=O)Nc1ccc(Cl)cc1C(F)(F)F | 4 | -9 | -2 | 0.3 | 1.8 | 2 | -2.4 | -1 | 10 | .
CCOC(=O)c1c(N)n(CCN2CCCCC2)c2nc3ccccc3nc12 | -10 | 17 | 4 | -1.3 | 2.5 | -2 | -3.1 | 164* | 6 | -255
COc1ccc(CCNC(=O)C2CCN(S(C)(=O)=O)CC2)cc1 | 2 | -6 | 6 | 0.0 | 0.7 | -6 | -2.8 | 2 | 4 | -2
NC(=O)C1C2C=CC(C2)C1c1ccccc1 (stereo not drawn) | 7 | 0 | -12 | 0.1 | . | . | -3.9 | 0 | . | 6
Nc1cc(S(=O)(=O)Nc2ccc(Br)cc2)ccc1Cl | -3 | 4 | 1 | . | 1.9 | 4 | -2.1 | 2 | 21 | 14
O=S(=O)(c1ccc(NCCc2c[nH]c3ccccc23)nc1)N1CCOCC1 | -3 | -8 | -2 | 2.4 | -0.4 | -2 | -2.4 | 0 | -5 | 18
O=C(Nc1ccc([N+](=O)[O-])cn1)c1cccnc1 | -23 | 1 | -25 | 1.1 | -0.2 | -3 | 0.8 | 3 | 6 | 8
CSC1CCCCC1(O)CSc1nc2ccccc2o1 (stereo not drawn) | -9 | 2 | -10 | -1.3 | 1.0 | -1 | -1.5 | 4 | 7 | -3
Cc1ccc(C(=O)NCc2ccc3c(c2)OCO3)cc1C | 5 | 4 | -7 | 2.7 | 1.8 | 6 | 1.1 | -1 | -18 | 2
CC(C)C(=O)N1CCc2cc(-c3csc(N)n3)ccc21 | 9 | 13 | -8 | -0.5 | 1.5 | 2 | -2.1 | 9 | -5 | 3
CCCN(C(=O)CSc1cc(-c2ccccc2)c2ccc(OC)cc2n1)C1CCS(=O)(=O)C1 (stereo not drawn) | 1 | 22 | 7 | . | 2.1 | -27 | -5.1 | -1 | 14 | 15

Ordered by SMILES length (largest number first): 10 of the compounds above.
SMILES | MazF activator | GDH-TPI inh | BoNT F protease | BioA inh | Mtb UGM inh | Rv3671c protease | FadD28 FP inh | FBA Mtb inh | VHR inh abs | CCHF vOTU inh
CCCN(C(=O)CSc1cc(-c2ccccc2)c2ccc(OC)cc2n1)C1CCS(=O)(=O)C1 (stereo not drawn) | 1 | 22 | 7 | . | 2.1 | -27 | -5.1 | -1 | 14 | 15
COc1ccc2c(c1)c(C(=O)CN1CCN(C(=O)c3ccco3)CC1)c(C)n2C | -2 | 19 | -3 | . | -1.1 | -2 | -2.0 | 1 | 45 | 9
O=S(=O)(c1ccc(NCCc2c[nH]c3ccccc23)nc1)N1CCOCC1 | -3 | -8 | -2 | 2.4 | -0.4 | -2 | -2.4 | 0 | -5 | 18
CCOC(=O)c1c(N)n(CCN2CCCCC2)c2nc3ccccc3nc12 | -10 | 17 | 4 | -1.3 | 2.5 | -2 | -3.1 | 164* | 6 | -255
CCN(CC)CCCn1c(=S)[nH]c2cc(OC)c(OC)cc2c1=O | 0 | 3 | -8 | . | 0.9 | -5 | -2.2 | 0 | 0 | -8
COc1ccc(CCNC(=O)C2CCN(S(C)(=O)=O)CC2)cc1 | 2 | -6 | 6 | 0.0 | 0.7 | -6 | -2.8 | 2 | 4 | -2
Cc1ccc(S(=O)(=O)N(C)c2ccc3ccccc3c2)cc1 | -4 | -8 | 3 | -2.5 | 1.3 | -7 | -4.2 | -1 | -18 | -15
CC(C)C(=O)N1CCc2cc(-c3csc(N)n3)ccc21 | 9 | 13 | -8 | -0.5 | 1.5 | 2 | -2.1 | 9 | -5 | 3
Cc1ccc(C(=O)NCc2ccc3c(c2)OCO3)cc1C | 5 | 4 | -7 | 2.7 | 1.8 | 6 | 1.1 | -1 | -18 | 2
NC(=O)C1C2C=CC(C2)C1c1ccccc1 (stereo not drawn) | 7 | 0 | -12 | 0.1 | . | . | -3.9 | 0 | . | 6

(listing goes on)
SMILES | MazF activator | GDH-TPI inh | BoNT F protease | BioA inh | Mtb UGM inh | Rv3671c protease | FadD28 FP inh | FBA Mtb inh | VHR inh abs | CCHF vOTU inh
O=C(CSc1ccccc1)N1CCC2(CC1)OCCO2 | 6 | -4 | -1 | -3.6 | -0.3 | -7 | -0.1 | 5 | 6 | -1
C/C(=N\NC(=S)NCc1ccccc1)c1cccs1 | -30 | 10 | -3 | 19 | -1.1 | -20 | 0.4 | 2 | 20 | -1
COc1ccc(-n2c(SCC(=O)Nc3ccc(NC(C)=O)cc3)nc3ccccc3c2=O)cc1 | 13 | 1 | 3 | . | 1.2 | 1 | -1.5 | 0 | 4 | -10
CCN(Cc1ccncc1)C(=O)c1ccc2c(c1)S(=O)(=O)c1ccccc1C2=O | -30 | 0 | -2 | . | -2.5 | -5 | -2.2 | 3 | 11 | 6
O=C(CCC(=O)OCC(=O)c1ccc(Cl)cc1)NC1CCCCC1 | 4 | 0 | ? | -1.4 | 1.0 | 2 | 0.3 | 1 | 15 | -2
Cc1ccc(C(C(=O)NC(C)(C)C)N(CCCN2CCOCC2)C(=O)c2ccc(-c3ccccc3)[nH]2)o1 (stereo not drawn) | 0 | 8 | -2 | . | -0.1 | 0 | -4.1 | 1 | 20 | 8
Cc1cc(S(=O)(=O)N2CCCCC2CCNC(=O)C(=O)NCc2cccnc2)ccc1F (stereo not drawn) | 5 | -3 | -7 | -0.1 | -1.6 | 5 | -0.6 | -1 | . | -5
CCOc1ccccc1C(=O)OCC(=O)NCCc1ccc(OC)cc1 | 5 | -4 | -8 | -2.6 | -1.9 | -1 | -3.4 | 0 | . | 4
CO/N=C\CC(=O)Nc1ccc(Cl)c(Cl)c1 | 0 | 7 | -6 | . | -0.9 | -13 | -0.3 | -2 | 48 | -4
CCOC(=O)c1c(/N=C/C2=C(O)CC(C)(C)CC2=O)sc(C(C)=O)c1C | 8 | 20 | 1 | . | 0.4 | -4 | 0.6 | -4 | 46 | 15
CCC(=O)Nc1nnc(SCCOC)s1 | -4 | -3 | 1 | -0.9 | -4.2 | 3 | -1.3 | 0 | 11 | 4
COc1cc(NC(=O)CN2C(=O)c3ccccc3Sc3ccc(C(=O)N4CCOCC4)cc32)cc(OC)c1OC | -8 | -16 | -2 | 2.1 | 0.1 | 1 | -3.0 | 4 | -3 | 0
CC(=O)Nc1ccc(-c2ccnc3c2CC(C(=O)Nc2ccc(C(C)C)cc2)O3)cc1 (stereo not drawn) | . | 4 | -13 | -0.7 | . | . | -4.6 | 4 | . | 7
O=C(CS(=O)(=O)Cc1ccccc1)N1CCN(c2ccccc2F)CC1 | 4 | 9 | -24 | 2.8 | -0.7 | -4 | 0.4 | 1 | 27 | 8
Cc1cc(NS(=O)(=O)c2ccc(NC(=O)/C=C/c3ccco3)cc2)nc(C)n1 | -2 | 48* | -8 | -0.8 | 0.1 | -3 | -0.3 | 3 | 8 | 19
CCOc1ccccc1OCCCCN1CCCC1 | 8 | 5 | 6 | -0.4 | -1.4 | 3 | -0.4 | 4 | -22 | 2
COc1cc(NC(=O)c2cc(C)nc3ccccc23)cc(OC)c1OC | -4 | -3 | -2 | . | -4.5 | 6 | -2.1 | 2 | 14 | -7
Cc1nc2ccc(NC(=O)NCCO)cc2s1 | 7 | 4 | -16 | -0.7 | 0.6 | 2 | -1.2 | 3 | 21 | 0
COc1cccc(N2CCN(C(=O)c3cc4ccc(OC)cc4[nH]3)CC2)c1 | -2 | -3 | -24 | -1.7 | 0.5 | 7 | . | 0 | 6 | 8
CCCC1=C(C(=O)OCC)C2(C(=O)Nc3ccc(C)cc32)C(C#N)=C(N)O1 (stereo not drawn) | 7 | -16 | 1 | -0.4 | -2.1 | -1 | -4.0 | 0 | 0 | -5
COc1ccccc1NC(=O)/C(=C\c1cccs1)NC(=O)c1ccco1 | 7 | 20 | -2 | -1.5 | 2.8 | -15 | 0.1 | 1 | 21 | 10
COc1cc(NC(=O)Cn2c([N+](=O)[O-])cnc2C)c(OC)cc1Cl | 3 | 11 | -11 | -1.3 | -2.1 | 3 | -1.6 | 4 | 14 | -5
COc1cc(/C=C/c2[nH]c(=O)[nH]c(=O)c2[N+](=O)[O-])cc([N+](=O)[O-])c1O | 4 | 26 | 14 | 4.4 | 2.5 | 12 | 5.1 | -20 | 15 | 13
CCC(=O)n1nc(-c2ccc(Cl)cc2)nc1N | -6 | 6 | -4 | . | -1.0 | 11 | -3.2 | -1 | 9 | -1
Cc1cc(/C=N/NC(N)=S)c(C)n1-c1ccc(Cl)cc1 | 2 | 21 | -12 | . | 1.2 | 0 | -4.2 | -6 | 7 | -5
CCOc1ccccc1-c1cc(-c2n[nH]c(=S)n2CC)c2ccccc2n1 | -6 | 11 | 2 | . | 2.2 | 6 | -0.7 | 2 | 8 | 2
Cc1cccc(NC(=O)CCCCCN2C(=O)[C@@H]3Cc4ccccc4CN3C2=O)c1 | 10 | -3 | -4 | . | -4.2 | 3 | -0.4 | -2 | 25 | 5
CCC1CCC2(CC1)NC(=O)N(CC(=O)Nc1cc(C)on1)C2=O (stereo not drawn) | -2 | 4 | 12 | -0.3 | -1.8 | -4 | -0.9 | 0 | -4 | -21
Cn1c(SCc2ccccc2F)nc2cccnc21 | 2 | 6 | 12 | -1.5 | 0.2 | -11 | 0.1 | 3 | 14 | -3
COc1cc(/C=N/Nc2ccc([N+](=O)[O-])cc2S(=O)(=O)N2CCOCC2)cc(OC)c1OC | 16 | 2 | -3 | 0.1 | 1.3 | 2 | -3.6 | 2 | 39 | -2
C=CCn1c(C)cc(C(=O)COc2ccc(S(=O)(=O)N3CCCC3)cc2[N+](=O)[O-])c1C | -3 | 15 | -13 | . | 3.8 | -2 | 1.1 | 1 | 21 | 5
Cc1ccc(NS(=O)(=O)c2ccc3[nH]c(=O)c(=O)[nH]c3c2)cc1Cl | -6 | 6 | -1 | . | 0.2 | -1 | -4.7 | 3 | 15 | 10
Cc1ccc(-c2nnc(CCC(=O)N(C)Cc3nccs3)o2)s1 | -2 | -2 | -7 | . | -0.9 | 10 | -0.5 | -1 | -5 | 0
COc1ccccc1NC(=O)c1cc2c(s1)-c1ccccc1S(=O)(=O)C2 | -1 | 19 | -4 | -0.9 | -0.8 | -39 | 0.2 | 1 | 25 | 3
Cc1ccc(NC(=O)CSc2ncn[nH]2)cc1S(=O)(=O)N1CCOCC1 | -8 | -5 | -5 | . | 3.8 | -11 | -4.8 | 0 | 20 | 5
COCc1[nH]nc2c1C(c1ccnc3ccccc13)C(C#N)=C(N)O2 (stereo not drawn) | -2 | 17 | 0 | 0.1 | -1.1 | 1 | -2.8 | -3 | -12 | 2
O=C(CSc1nc2ccccc2c(=O)n1-c1ccccc1)Nc1ccc2c(c1)CCC2 | . | 9 | -2 | -1.5 | . | . | 0.4 | -1 | . | 13
Cc1cccc(-c2ocnc2C(=O)Nc2ccccc2NC(=O)c2ccccn2)c1 | 1 | 2 | -1 | . | -1.5 | -8 | -2.0 | -1 | 17 | 1

Screens as filed in PubChem.
